Screens from PubChem BioAssay.
S3 lipid droplet = qHTS Assay for Lipid Storage Modulators in Drosophila S3 Cells; AID 2685, 2010; Drosophila S3 cells, BODIPY lipid droplet fluorescence, 18-24 h; cells fed with added oleic acid; Potency in µM for hits, for the others lipid storage change, negative = inhibition, % at the top dose, mostly 46.1 µM; actives 0.64% (n = 320,000); active = well fitted inhibition curve with a large enough effect in the signal ratio, with a control signal flat, not every such curve was filed as active; inconclusive = small, poorly fitted or top-dose-only effect, or effect the other way, or a change in a side signal; the % refers to the signal ratio
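Drosophila S3 cells loaded with oleic acid (400 uM, as added) and compounds at several concentrations; lipid droplets imaged by 488-nm laser-scanning cytometry, 500–530 nm intensity and object ratio to cell channel. Percent activity normalized to 20 uM Triacsin C.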
S3 lipid droplet cell count max = second read-out of S3 lipid droplet, no call of its own (marks repeat the call); cell number change, %; measured here: cell count max response;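 cells counted by Cell Tracker Red CMTPX staining in the red channel; peak over a dose series mostly up to 46.1 µM; percent activity relative to internal control wells on each plate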
* hit, by the source's call; i = inactive; ? = inconclusive; . = not tested or not shown. % is set by controls: 0 for no effect and ±100 for the full control effect; potency is the fitted concentration of half-maximal effect.

Second line of a record: S3 lipid droplet, S3 lipid droplet cell count max
- O=C(N/N=C/c1c(O)n(Cc2ccco2)c(=O)[nH]c1=O)c1ccccc1
 : ?, .
- Cc1ccc(C)c(OCC(O)CN2CCCCC2C)c1 (centres undefined)
 : ?, .
- CCCc1nnc(NC(=O)CS(=O)(=O)c2ccc(C)cc2)s1
 : 13%, 18
- CC[N+]1=C(C)C(C)(C)c2cc(C)ccc21
 : 0.23µM*, -16*
- Cc1cc(O)ccc1-c1cnc2ccccc2n1
 : ?, .
- CC(=O)N/N=C/c1cc2c(cc1[N+](=O)[O-])OCO2
 : ?, .
- Cc1ccc(NC2CC(=O)N(c3ccc(N4CCCCC4)cc3)C2=O)cc1 (centres undefined)
 : i, -2
- C#CCOCCOCCOCCNc1nc(N2CCN(C(=O)[C@H](CCCCN)n3cc(CC(C)O)nn3)CC2)nc(N2CCN(C(=O)[C@H](CCCCN)n3cc(CC(C)O)nn3)CC2)n1 (some centres undefined)
 : ?, .
- CC1=NNC(=O)C1Cc1ccc(F)cc1 (centres undefined)
 : -8%, 9
- COC(=O)NNC(=O)COc1ccc(Cl)cc1
 : 4%, -7
- O=C(CN1C(=O)c2ccccc2S1(=O)=O)NCCC1=CCCCC1
 : 2%, 12
- CCc1ccccc1S(=O)(=O)Cc1ccc(C(=O)N2CCN(c3ccccn3)CC2)o1
 : -16%, -9
- O=C(Nc1cccc(-n2cnnn2)c1)c1ccco1
 : 10%, -17
- COc1ccc(CCNc2nnc(Sc3nnnn3-c3ccccc3)s2)cc1OC
 : ?, .
- Cc1ccc(CS(=O)(=O)Cc2ccc(C(=O)NCc3cccnc3)o2)cc1
 : 4%, -16
- CS(=O)(=O)c1sc(C(=O)NC(=O)Nc2cccc(C(F)(F)F)c2)c2c1C=CCC2
 : -4%, 12
- O=c1c2cnn(-c3ccccc3Cl)c2ncn1Cc1cccnc1
 : ?, .
- C=CCN1C(=O)C2C(C(=O)NC)C3C=CC2(O3)C1C(=O)NCc1ccc(OC)cc1 (centres undefined)
 : ?, .
- Cc1ccc(CNC(=O)COc2ccc(S(=O)(=O)NC(C)C)cc2)cc1
 : ?, .
- Cc1cccc(C)c1Nc1nnc(SCC(=O)c2ccc3c(c2)NC(=O)CO3)s1
 : 25%, 2
- Cc1ccc(-n2cnc3scc(-c4cccs4)c3c2=O)cc1
 : 2%, -14
- CN(C)c1ncc([N+](=O)[O-])cc1C(F)(F)F
 : -6%, 9
- COc1cc(/C=C(/C#N)C(=O)NCc2ccccc2)cc(OC)c1OC
 : i, -27
- CCCCN1C(=O)NC2NC(=O)NC21 (centres undefined)
 : 3%, 18
- O=C(CC1Sc2ccccc2NC1=O)Nc1cccc(-c2nnc3n2CCCCC3)c1 (centres undefined)
 : 2%, 4
- COc1ccccc1NS(=O)(=O)c1cc(NC(=O)c2[nH]c(C)c(C(C)=O)c2C)ccc1N1CCOCC1
 : ?, .
- CCCCNC(=O)c1c(CSc2ccccc2)noc1C(=O)NCc1ccccc1
 : 15%, 4
- CC(C)n1cc(CN2CCCC(C(=O)Nc3cccc(-c4cc5ccccc5[nH]4)c3)C2)cn1 (centres undefined)
 : ?, .
- Cc1ccc(N2CC(C(=O)OCc3ccccc3F)CC2=O)cc1 (centres undefined)
 : ?, .
- CCN(CC)C(=O)c1cn(CC)c(=O)c2cc(OC)c(OC)cc12
 : ?, .
- O=C(COC(=O)C1CC2C=CC1C2)Nc1ccccc1 (centres undefined)
 : ?, .
- S=C1NCN(Cc2ccco2)CN1
 : ?, .
- CCSc1c(C(=O)NC)ccc2c1C(=O)c1ccccc1C2=O
 : 3%, -2
- CC(C)(C)c1ccc(CN(Cc2ccccc2)C(c2ccccn2)c2nnnn2C(C)(C)C)cc1 (centres undefined)
 : ?, .
- Cn1c(=O)c2c(nc(CN3CCc4ccccc4C3)n2Cc2cccc(Cl)c2)n(C)c1=O
 : ?, .
- CCOC(=O)c1c(CCl)nc2ccccc2c1C
 : -11%, -30
- O=c1oc(-c2cccs2)nc2sc3c(c12)CCCC3
 : ?, .
- c1ccc(-c2nnc(SCc3cn4ccsc4n3)o2)cc1
 : ?, .
- CC(C)CN(C(=O)CSc1nc2ccccc2o1)c1c(N)n(Cc2ccccc2)c(=O)[nH]c1=O
 : ?, .
- COc1ccc2oc(C(=O)NC3(C)CCS(=O)(=O)C3)c(C)c2c1 (centres undefined)
 : ?, .
- COc1cc(Cl)cc(C(c2c(C(=O)O)[nH]c3ccccc23)c2c(C(=O)O)[nH]c3ccccc23)c1O
 : 14%, -22
- COc1ccccc1NC(=O)Cn1c(CN2CCCCC2)nc2ccccc2c1=O
 : ?, .
- COc1ccnc(N2CCN(c3ccccc3)CC2)c1C#N
 : ?, .
- O=C(NCc1nc2ccccc2[nH]1)C1=C[C@@H](C2CCCCC2)C[C@@H](OCc2ccc(CO)cc2)O1
 : -4%, 2
- O=C(Nc1ccncc1)c1ccc2c(c1)C(=O)N(C1CCCCC1)C2=O
 : ?, .
- CCCNC(=O)Cc1c(C)n(C(=O)c2ccc(Cl)cc2)c2ccc(OC)cc12
 : ?, .
- CSc1ccc(CN(C)CC(=O)Nc2c(F)cccc2F)cc1
 : ?, .
- COC(=O)c1cccc(NC(=O)c2ccccc2)c1
 : 5%, -11
- Cc1ccc(S(=O)(=O)N(CC(=O)O)Cc2ccco2)cc1
 : -19%, 1
- COc1ccc([C@H]2[C@H](C(=O)C(C)(C)C)N3N=Cc4ccccc4C3C23C(=O)OC(C)(C)OC3=O)cc1 (some centres undefined)
 : ?, .
- CCc1cc(=O)[nH]c(SCC(=O)N2CCCC2)n1
 : 2%, -2
- Cc1cc(C(=O)OCC(=O)N(CC(C)C)c2c(N)n(Cc3ccccc3)c(=O)[nH]c2=O)c(C)o1
 : ?, .
- CC(C)(C)c1ccc(C(=O)N2CCC(C(=O)NCCC3=CCCCC3)CC2)cc1
 : ?, .
- Clc1ccc(CSC2=NCCCN2)cc1Cl
 : ?, .
- COc1cccc(CNC(=O)CN(C)S(=O)(=O)c2ccc3c(c2)c(=O)n(C)c(=O)n3C)c1
 : -17%, -15
- O=C(CCn1c(=O)sc2ccccc21)NCCCn1ccnc1
 : 6%, 12
- CCOc1ccc(S(=O)(=O)NCCC(=O)NCC(c2ccc(OC)cc2)N2CCCC2)cc1 (centres undefined)
 : ?, .
- C=C(C)CSc1nnc2n(N)c(=O)c3ccccc3n12
 : ?, .
- CCOc1ccc(CN(C)C(=O)c2ccc3ccccc3n2)cc1
 : ?, .
- Cc1c(C(=O)OCC(=O)N2c3ccccc3CC2C)oc2ccccc12 (centres undefined)
 : 15%, .

Continuation.
Second line of a record: S3 lipid droplet, S3 lipid droplet cell count max
- COCCCNc1oc(-c2ccccc2Cl)nc1C#N
 : ?, .
- C=C[C@@H]1c2cc(C)ccc2N(S(=O)(=O)c2ccc(C)cc2)[C@H](c2ccccc2)C1(C#N)C#N
 : i, -1
- CC(C)(C)C(=O)N(Cc1nc2ccccc2c(=O)[nH]1)Cc1cccs1
 : 0%, 2
- O=C(NC1CCCC1)c1ccc(CS(=O)(=O)Cc2ccccc2F)o1
 : ?, .
- O=C(N/N=C/c1ccc(O)cc1)c1cc(-c2ccccc2)nc2ccccc12
 : ?, .
- O=C(Nc1ccc2c(c1)OCO2)Nc1ccccn1
 : 0%, 3
- Cc1ccc(-c2noc(CN3CCOCC3)n2)cc1
 : 9%, -11
- CC1CCCN(C(=O)C2c3ccccc3C(=O)N3CCc4ccccc4C23)C1 (centres undefined)
 : -2%, -18
- COc1ccc(NC(=O)CCCN(C)S(=O)(=O)c2ccc(C)cc2)cc1
 : ?, .
- CC(Sc1nc(N)cc(N)n1)C(=O)NCC1CCCO1 (centres undefined)
 : ?, .
- CC(C)Oc1ccc(C(CC(=O)O)NC(=O)CSc2ncn[nH]2)cc1 (centres undefined)
 : ?, .
- CN(C)c1ccc(-c2nnn(CC(=O)NCc3ccc4c(c3)OCO4)n2)cc1
 : -1%, 1
- CCN1CCN(c2cc(C)c3cc(NC(=O)c4ccc5c(c4)OCO5)ccc3n2)CC1
 : -10%, -13
- Cc1nn(Cc2noc(C(=O)NCC3CCCO3)n2)c(C)c1Br (centres undefined)
 : ?, .
- CC1CCN(S(=O)(=O)c2ccc(C(=O)N3CCCC(C(F)(F)F)C3)cc2)CC1 (centres undefined)
 : ?, .
- COc1ccc(C2(C)CC(C)(C)Nc3ccccc32)cc1 (centres undefined)
 : ?, .
- O=C(CN1CCN(C(=O)c2ccco2)CC1)Nc1cccc(S(=O)(=O)N2CCCC2)c1
 : ?, .
- COCCCNC(=O)c1ccc(C(=O)NCCCOC)cc1
 : ?, .
- O=C(NS(=O)(=O)Oc1ccc(Cl)cc1)OC[C@@H]1CCCN2CCCC[C@H]12
 : ?, .
- COc1ccc(CN2C(=O)N(c3ccc(OC)cc3)C(=O)C2CC(=O)Nc2ccccc2)cc1 (centres undefined)
 : 0%, -15
- Cc1[nH]c(=O)c(C(=O)c2cc(Cl)ccc2O)cc1C(=O)O
 : ?, .
- CCc1nc2sc(C(C)=O)c(N)c2c2c1CCCC2
 : ?, .
- Oc1[nH]c2ccccc2c1N=Nc1ncnc2c1oc1ccccc12
 : -12%, 9
- Cc1ccc(-n2ncc3c(=O)n(-c4ccc(C)c(C)c4)c(-c4ccco4)nc32)cc1
 : ?, .
- CCOC(=O)c1ccc(COC(=O)CNC(=O)CNC(=O)Cc2ccccc2)cc1
 : -12%, 9
- Cc1ccc(C)c(OCc2cc(C(=O)N(C)Cc3ccccn3)no2)c1
 : -7%, -2
- O=C1CCNCCN1[C@H](CO)Cc1ccccc1
 : ?, .
- COC(=O)c1ccc(NC(=O)CCCN2C(=O)NC(C)(C)C2=O)cc1
 : ?, .
- CCCNC(=O)[C@H](C)NC(=O)c1ccc(Br)cc1
 : ?, .
- Cc1ccc(CN2CC(C(=O)Nc3nnc(SCc4c(Cl)cccc4Cl)s3)CC2=O)cc1 (centres undefined)
 : ?, .

Compounds from the list above containing a CF3 group, in the order listed:
Second line of a record: S3 lipid droplet, S3 lipid droplet cell count max
- CS(=O)(=O)c1sc(C(=O)NC(=O)Nc2cccc(C(F)(F)F)c2)c2c1C=CCC2
 : -4%, 12
- CN(C)c1ncc([N+](=O)[O-])cc1C(F)(F)F
 : -6%, 9
- CC1CCN(S(=O)(=O)c2ccc(C(=O)N3CCCC(C(F)(F)F)C3)cc2)CC1 (centres undefined)
 : ?, .

Additional structures.
Second line of a record: S3 lipid droplet, S3 lipid droplet cell count max
- CCCNC(=O)C(Cc1ccccc1C)NC(=O)c1ccc(C#N)cc1 (centres undefined)
 : ?, .
- COc1ccc(C2N3CC4(C)CN2CC(C)(C3)C4O)cc1OC (centres undefined)
 : 4%, 0
- CC(C)C(=O)Nc1ccc(C(=O)NNC(=S)NC(=O)c2cccs2)cc1
 : ?, .
- O=C(c1ccc2nc(Cc3cccc(Cl)c3)oc2c1)N1CCOCC1
 : ?, .
- Cc1cc(C)c(NC(=O)CN2C(=O)NC3(CCCCC3)C2=O)c(C)c1
 : ?, .
- CCOC(=O)C(Sc1nnc2c3ccccc3n(CC)c2n1)C(=O)OCC
 : ?, .
- Cc1ncc([N+](=O)[O-])n1Cc1ccccc1
 : ?, .
- COC(=O)Cc1cc(=O)n2[nH]c(C)nc2n1
 : -12%, 0
- COc1ccccc1-c1cc(C(=O)NCc2ccco2)no1
 : ?, .
- CCc1ccc(-c2nc(CS(=O)CC(=O)NC3CCCCCC3)c(C)o2)cc1 (centres undefined)
 : ?, .
- CCc1ccccc1NC(=O)CNC(=O)c1n[nH]c(=O)c2ccccc12
 : ?, .
- O=C(CNC(=S)N(CCCN1CCOCC1)Cc1cccs1)N1CCOCC1
 : 8%, 1
- COc1cccc(NC(=O)CSc2nc3ccccc3c(=O)n2CCCC(=O)NCCCN2CCOCC2)c1
 : -2%, 11
- Cc1cccc(C(=O)Oc2ccccc2C(=O)N2CCOCC2)c1
 : ?, .
- Clc1c(Cl)c(Cl)c2n[nH]nc2c1Cl
 : 9%, 10
- COc1ccc(C(CNC(=O)c2cc3c(s2)CCC(C)C3)N2CCCC2)cc1 (centres undefined)
 : ?, .
- O=C(NCc1csc(-c2cccs2)n1)c1cccc(Cl)c1
 : 10%, 4
- O=C1CCCN1C(=O)COc1cc(F)ccc1[N+](=O)[O-]
 : ?, .
- CS(=O)(=O)N(Cc1ccc(C(=O)NCc2ccco2)cc1)c1ccccc1
 : -6%, -16
- COc1ccccc1CCC(=O)Nc1ccc(S(=O)(=O)Nc2nccs2)cc1
 : ?, .
- CC(C)NC(=O)COc1ccc(OCc2ccccc2)cc1
 : ?, .
- CCOC(=O)c1c(NC(=O)CSc2nccc(=O)[nH]2)sc(C)c1C
 : 13%, 4
- O=C(CNc1ccc2c(c1)OCO2)N/N=C\c1cn(Cc2ccccc2)c2ccccc12
 : ?, .
- Cc1cccnc1NC(=O)c1ccc(NS(=O)(=O)/C=C/c2ccccc2)cc1
 : i, .
- C/C(=N\NC(=O)c1cc(-c2ccncc2)nc2ccccc12)c1ccc(N2CCOCC2)cc1
 : ?, .
- CCOC(=O)C1CCN(S(=O)(=O)c2ccc3[nH]c4c(c3c2)CCCC4)CC1
 : ?, .
- CCOc1ccc(NC(=O)C(c2ccccn2)N(C(=O)CCl)c2ccc(OCC)cc2)cc1 (centres undefined)
 : 5%, 2
- CCOc1ccc(N(CC(=O)Nc2ccc(C)cc2C)S(C)(=O)=O)cc1
 : -1%, 10

Entries above that contain a nitro group on carbon (four):
Second line of a record: S3 lipid droplet, S3 lipid droplet cell count max
- CC(=O)N/N=C/c1cc2c(cc1[N+](=O)[O-])OCO2
 : ?, .
- CN(C)c1ncc([N+](=O)[O-])cc1C(F)(F)F
 : -6%, 9
- Cc1ncc([N+](=O)[O-])n1Cc1ccccc1
 : ?, .
- O=C1CCCN1C(=O)COc1cc(F)ccc1[N+](=O)[O-]
 : ?, .

This is a subset. The share of hits here may be higher or lower than overall.
